Screens (PubChem)
SARS 3CLpro inh: SARS-CoV 3CLpro protease inhibition; AID 1706; 290,000 compounds, 0.14% hits; recombinant SARS-CoV 3CLpro, quenched FRET peptide cleavage; inhibition, % at 6 µM; in the data active means inhibition above about 12%
BoNT F protease: blocks Botulinum neurotoxin F light chain protease | 360,000 compounds, 0.22% hits | inhibition, % at 10 µM | Multiplex microsphere protease cleavage assay, flow cytometry | AID 588497; in the data active means inhibition above about 35%, passing the limit was not always enough; inconclusive means no clear call, values can overlap the other calls; further: plate controls were buffer without enzyme for full effect and enzyme alone for no effect
BoNT-A LC inh2: blocks Botulinum neurotoxin A light chain protease; multiplex microsphere protease substrate cleavage, flow cytometry; inhibition, % at 10 µM; 360,000 compounds, 0.17% hits; further: plate controls were buffer without enzyme for full effect and enzyme alone for no effect
MazF activator: increases E. coli MazEF RNase cleavage of RNA; P0AE70; FAM/BHQ RNA-DNA oligo cleavage fluorescence, 5 h; activation, % at 20 µM; 350,000 compounds, 0.32% hits; AID 504720; in the data active means activation above about 50%
Target sequence (P0AE70 whole entry, looked up): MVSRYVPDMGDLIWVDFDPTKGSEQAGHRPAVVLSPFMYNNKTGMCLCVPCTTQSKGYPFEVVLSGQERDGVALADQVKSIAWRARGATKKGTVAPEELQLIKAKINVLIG
VHR inh abs: blocks human VHR1 dual specificity phosphatase; P51452; recombinant VHR phosphatase, pNPP absorbance; inhibition, % at 13.3 µM; 290,000 compounds, 0.52% hits; AID 1654; in the data active means inhibition above about 50%; further: some compounds called inactive have numbers as strong as hits
Target sequence (P51452 whole entry, looked up): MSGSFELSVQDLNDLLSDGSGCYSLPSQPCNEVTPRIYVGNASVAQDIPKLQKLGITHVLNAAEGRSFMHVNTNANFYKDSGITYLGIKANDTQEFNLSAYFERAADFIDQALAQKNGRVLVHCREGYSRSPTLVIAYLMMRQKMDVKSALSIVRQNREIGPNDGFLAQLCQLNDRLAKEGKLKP
PrPC TRFRET: inhibitors of human cell surface prion protein PrPC; TR-FRET read-out; 370,000 compounds, 0.43% hits; inhibition, % at 13.8 µM; in the data active means inhibition above about 24%; further: 0% = median of the test wells and 100% = reference compound wells
SSB-PriA inh: blocks PriA binding to SSB C-terminal tail | 430,000 compounds, 0.6% hits | inhibition, % at 33 µM | AlphaScreen SSBct-PriA binding, biotinylated peptide; in the data active means inhibition mostly above about 37%, no sharp cut-off; inactive means mostly below about 20%;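 further: plate controls were negative control peptide for no effect and reference peptide for full effect; strong numbers were not always called active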
CCHFV vOTU inh: CCHFV vOTU protease inhibition. Pep-AMC fluorescence. inhibition, % at 11.5 µM. 370,000 compounds, 0.55% hits. AID 651958; in the data active means inhibition above about 30%; further: 0% = vehicle wells with enzyme and 100% = no enzyme wells
Rv3671c protease: inhibitors of M. tuberculosis serine protease Rv3671c; inhibition, % at 5.96 µM; 320,000 compounds, 0.048% hits; in the data active means inhibition above about 38%;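 further: extracellular domain of Rv3671c used as enzyme; 0% = enzyme with DMSO and 100% = no enzyme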
Target sequence (P9WHR9 whole entry, looked up, the tested form may be a part): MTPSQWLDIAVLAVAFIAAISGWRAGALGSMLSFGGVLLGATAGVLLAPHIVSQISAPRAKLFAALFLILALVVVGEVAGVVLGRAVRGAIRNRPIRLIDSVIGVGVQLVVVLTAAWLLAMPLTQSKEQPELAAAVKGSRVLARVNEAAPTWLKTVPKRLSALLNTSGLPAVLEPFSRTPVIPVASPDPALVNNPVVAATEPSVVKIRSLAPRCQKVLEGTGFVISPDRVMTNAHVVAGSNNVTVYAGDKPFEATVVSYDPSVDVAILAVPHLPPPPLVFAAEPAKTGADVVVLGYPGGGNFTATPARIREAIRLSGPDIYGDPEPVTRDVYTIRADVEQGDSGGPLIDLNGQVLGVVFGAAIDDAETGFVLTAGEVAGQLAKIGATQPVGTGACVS
Anthrax LF prot: inhibitors of Bacillus anthracis lethal factor protease | P15917 | multiplex microsphere protease cleavage assay, LF | inhibition, % at 10 µM | 360,000 compounds, 0.12% hits; further: plate controls were buffer without enzyme for full effect and enzyme alone for no effect
The depositor's hits bear a star; ? = inconclusive; / = no result given; & = joins results of further samples. Unless noted, no stated cut-off is given here; in the data, active means inhibition above about 30%; inconclusive means no clear call, values can overlap the other calls; inactive means below that. The list is partial; count on the stated rates, not on these rows.

SMILES	SARS 3CLpro inh	BoNT F protease	BoNT-A LC inh2	MazF activator	VHR inh abs	PrPC TRFRET	SSB-PriA inh	CCHFV vOTU inh	Rv3671c protease	Anthrax LF prot
COc1ccccc1NC(=O)COC(=O)c1ccc([N+](=O)[O-])s1	5	-4	-0.5	1	30	-31	6	80*	-14	-5
Cn1ccnc1P(=S)(c1nccn1C)c1nccn1C	3	-1	0.1	4	39	0	-7	-4	6	-2
CCCNC(=O)C/C(C)=N/NC(=O)C(=O)Nc1ccccn1	-6	-3	-0.8	-24	3	-8	/	2	2	-8
COc1ccccc1CNC(=O)C(=O)NCC1OCCN1S(=O)(=O)c1ccccc1 (centres undefined)	0	-8	-1.0	1	15	-6	-8	7	10	2
COc1ccc(Cc2noc(CN3CCCN(Cc4ccc(F)cc4)CC3)n2)cc1OC	-4	1	-0.2	-3	22	-7	-6	3	-1	-2
COc1cc2cc(CCCOC(=O)c3ccc(C(F)(F)F)cc3)oc(=O)c2cc1OC	/	-10	0.7	-19	/	1	15	10	-3	-6
COc1ccc(C2NC(=O)CCC2[N+](=O)[O-])c(OC)c1 (centres undefined)	3	?	-1.8	7	1	-1	-4	-14	6	-1
O=[N+]([O-])c1ccc(N2CCN(c3ccc(F)cc3)CC2)cn1	5	-14	-1.2	8	2	-23	-23	6	-2	4
CC(=O)N1CCOc2ccc(S(=O)(=O)N(C)c3cccc(C)c3)cc21	-5	-4	0.6	-20	32	6	31	0	-3	4
Cc1ccc(C)c(N2CCN(C(=O)Cn3c(=O)oc4cc(S(=O)(=O)N5CCCC5)ccc43)CC2)c1	1	-1	-0.3	-3	13	/	2	/	6	2
CCOc1ccc(/C=N/Nc2cc(N3CCOCC3)nc(C)n2)c(O)c1	-4	-78	-4.4	2	-9	-15	/	6	11	-13
Cc1ccc(C(=O)OCC(=O)Nc2ccccc2Cl)c(O)c1	3	5	-1.2	-24	17	8	-9	4	6	2
Cc1nn2c(COc3ccc(NC(=O)c4ccccc4)cc3)nnc2c2ccccc12	4	-9	-0.9	-7	5	1	-3	-5	1	0
COc1ccccc1C(CNC(=O)c1ccc(C)c(S(=O)(=O)N2CCCCC2)c1)N(C)C (centres undefined)	/	-4	1.0	8	/	-5	8	-1	-3	6
O=C(NC(Cc1nn[nH]n1)C(=O)OCc1ccccc1)OCc1ccccc1 (centres undefined)	/	-1	-0.7	3	/	-9	/	-19	/	-2
COc1ccc(C2NC(C(=O)O)Cc3c2[nH]c2ccccc32)cc1CN1CCN(c2ccc(F)cc2)CC1 (centres undefined)	-3	-3	1.0	-7	4	-5	7	-3	5	-6
N/C(=N\N=C/c1ccc(F)cc1)N/N=C\c1ccc(F)cc1	-12	-28	-1.2	18	6	-12	/	10	6	-5
COCC(C)NC(=O)c1ccc2c(c1)S(=O)(=O)c1ccccc1C2=O (centres undefined)	-12	-5	-0.8	1	28	-54	7	-6	-3	-2
C#CCOc1ccccc1CNc1ccccc1	4	0	-0.2	3	-8	2	-13	4	0	-1
CCN(CC(=O)Nc1ccc2c(c1)OCCO2)C(=O)c1ccc(C)c(S(=O)(=O)N2CCOCC2)c1	/	-10	0.3	12	/	-3	1	18	4	-2
COc1cccc(/C=C/C(=O)NNC(=O)c2ccncc2)c1	/	-13	0.2	5	/	-5	-18	3	1	-5
COc1ccc(NC(=O)c2nc[nH]c2C(=O)N(C)Cc2ccccc2)cc1	/	2	-1.1	-1	-5	3	-5	3	5	-2
Cc1c(O)c(CN2CCCCC2)cc2c3c(c(=O)oc12)CCC3	4	-12	-0.2	0	0	-4	-7	-309	-5	3
Fc1cccc(Cc2c(-c3ccc(Cl)cc3)nc3c(Cl)cc(C(F)(F)F)cn23)c1	/	-5	0.1	/	/	-4	/	3	/	0
CCOC(=O)C(NC(=O)CCC(=O)Nc1ccc(S(N)(=O)=O)cc1)C(O)c1ccccc1 (centres undefined)	7	/	/	6	-1	/	-5	/	/	/
Further results follow.
SMILES	SARS 3CLpro inh	BoNT F protease	BoNT-A LC inh2	MazF activator	VHR inh abs	PrPC TRFRET	SSB-PriA inh	CCHFV vOTU inh	Rv3671c protease	Anthrax LF prot
CC(C)n1c(SCc2ccc(Cl)cc2)nc2c1c(=O)[nH]c(=O)n2C	4	-10	-0.3	3	-1	-5	-14	9	5	-5
O=C(O)c1ccoc1CN1CCCCC1	8	11	1.4	1	9	-1	-16	-10	-19	0
CCOC(=O)/C(C#N)=C1/C=Nc2ccccc2N1	-1	-8	0.1	0	-6	-17	/	1	1	-12
CN(C(=O)c1ccc(NC(=O)Cc2cccc(NC(=O)C3CCN(C(=O)C4CCCC4)CC3)c2)cc1)C1CC1	/	2	0.4	1	/	8	-2	-1	/	2
Cc1cc(S(=O)(=O)N2CCCC2)ccc1OCC(=O)N1CCOCC1	-1	0	-0.9	0	-2	7	-5	1	4	-7
CC(C)C(C(=O)NCc1ccco1)N(C(=O)CNS(=O)(=O)c1ccccc1)c1ccccc1 (centres undefined)	1	-6	-0.7	-6	40	9	-14	34*	-1	-2
COc1cc(Cl)cc(C(=O)O)c1OCC(=O)O	-3	-2	-0.5	0	8	1	-6	-1	2	0
O=[N+]([O-])c1cc2c(cc1/C=N/Nc1nc(Nc3ccccc3)nc(N3CCCCC3)n1)OCO2	4	5	1.2	12	6	0	/	7	1	0
O=C(CCC1CCCN(C(=O)Cn2cnnn2)C1)NCc1ccccc1F (centres undefined)	5	-6	-0.5	13	22	-2	4	-9	7	-2
COC(=O)COc1ccc2c(-c3ccc(OC)cc3)cc(=O)oc2c1	-6	6	0.2	15	-4	4	-11	4	0	-1
COc1ccc(C2C(C(=O)O)CCC(=O)N2c2ccc(C)cc2)cc1OC (centres undefined)	-1	2	-0.4	8	-7	-6	-7	-10	-5	-2
COc1ccc(C(c2nnnn2CS(=O)(=O)c2ccc(C)cc2)N2CCN(Cc3ccccc3)CC2)cc1 (centres undefined)	-3	34	-0.7	2	/	4	3	1	-6	-1
O=C(CC1C(=O)NCCN1CC1CCCCC1)NCCCN1CCOCC1 (centres undefined)	-2	10	3.3	2	4	1	-11	-5	3	2
CC(C)NC(=S)N(C)C1(c2ccccc2Cl)CCCCC1=O (centres undefined)	4	-6	0.0	5	2	10	-11	6	-19	-2
CC12CC3(C)CC(C)(C1)CC(C(=O)Nc1nn[nH]n1)(C2)C3	5	1	0.4	-2	-19	-1	4	8	-11	0
O=C(NCC(c1ccco1)N1CCN(c2ccc(F)cc2)CC1)c1ccco1 (centres undefined)	/	-1	-1.7	-1	/	-4	21&-4	-9	-2	3
COc1ccc(CC(=O)Nc2ccccc2-c2ccccc2)cc1OC	3	0	-1.4	0	6	14	-8	13	-2	-4
COc1ccccc1OCC(=O)Nc1ccc(O)cc1C(=O)O	2	5	0.1	1	11	-3	-8	5	0	-2
COc1ccc(-c2sc3ccccc3c2-c2ccc(OCCN3CCOCC3)cc2)cc1	/	-8	-0.2	6	/	-7	-7	3	3	-10
COCCNC(=O)CSc1nc2sccc2c(=O)n1-c1ccccc1	0	-17	-5.9	7	20	-14	-5	9	-14	-2
CC1(C)CC(CC(=O)NNc2nc(-c3ccccc3)cs2)C(=O)O1 (centres undefined)	-2	1	-0.2	4	-8	-1	3	-2	-4	0
Fc1cccc(CSc2ncnc3c2ncn3C2CCCCO2)c1 (centres undefined)	/	0	-0.1	-7	/	10	-17	-16	/	1
CCCn1c(SCC(=O)NC2CCCC(C)C2C)n[nH]c1=O (centres undefined)	-5	-6	-0.5	-1	18	4	-6	-8	2	-7
COCC(=O)N1CCC(Oc2ccc(C(=O)N3CCCCC3COC)cc2)CC1 (centres undefined)	-1	-2	-1.0	4	18	1	-6	14	-5	1
COC(=O)c1cc(OC)c(OC)cc1NC(=O)Nc1ccccc1F	-1	19	2.9	11	34	9	1	-16	6	-21

Entries from the list above containing a thiophene ring, fused or not:
SMILES	SARS 3CLpro inh	BoNT F protease	BoNT-A LC inh2	MazF activator	VHR inh abs	PrPC TRFRET	SSB-PriA inh	CCHFV vOTU inh	Rv3671c protease	Anthrax LF prot
COc1ccccc1NC(=O)COC(=O)c1ccc([N+](=O)[O-])s1	5	-4	-0.5	1	30	-31	6	80*	-14	-5
COc1ccc(-c2sc3ccccc3c2-c2ccc(OCCN3CCOCC3)cc2)cc1	/	-8	-0.2	6	/	-7	-7	3	3	-10
COCCNC(=O)CSc1nc2sccc2c(=O)n1-c1ccccc1	0	-17	-5.9	7	20	-14	-5	9	-14	-2

More records follow:
SMILES	SARS 3CLpro inh	BoNT F protease	BoNT-A LC inh2	MazF activator	VHR inh abs	PrPC TRFRET	SSB-PriA inh	CCHFV vOTU inh	Rv3671c protease	Anthrax LF prot
CCOP(=O)(OCC)C(NCc1ccccc1)c1ccc(Br)cc1 (centres undefined)	4	-16	-0.6	4	12	3	-13	11	4	-1
CCCCN1C[C@H](CSC)[C@@H](CC(=O)Nc2ccc(OC)cc2)C1=O	/	-2	-0.4	-1	/	-5	/	-7	/	-10
CCCC(=O)NC(=S)c1c(C)n(C)n(-c2ccccc2)c1=O	0	-1	-0.1	4	9	5	9	-1	-3	0
CC1(C)CC(=O)C(C=NCCN2CCN(C(=S)Nc3cccc(Cl)c3)CC2)=C(O)C1	-7	1	0.2	-8	26	-2	-18	-7	5	-4
CC(=NCCCn1ccnc1)c1c(C)[nH]n(-c2ccc([N+](=O)[O-])cc2)c1=O	2	-6	0.3	12	25	-23	-4	12	9	-2
O=C1NC(c2cccc3ccccc23)Nc2ccccc21 (centres undefined)	/	0	0.3	7	/	10	-11	-12	/	-1
C[C@]12CC[C@H](O)C[C@@H]1CC[C@@H]1[C@@H]2CC[C@]2(C)[C@@H](C(=O)O)C[C@@H]12	/	-7	-0.5	1	/	-1	2	-7	-6	3
CCOCC(=O)Nc1nc2c(s1)C(=O)CC(C)(C)C2	-6	-3	-0.4	8	7	1	-5	4	2	-6

Reformatted: 4 of the compounds above
Each structure is followed by: SARS 3CLpro inh	BoNT F protease	BoNT-A LC inh2	MazF activator	VHR inh abs	PrPC TRFRET	SSB-PriA inh	CCHFV vOTU inh	Rv3671c protease	Anthrax LF prot
> CCN(CC(=O)Nc1ccc2c(c1)OCCO2)C(=O)c1ccc(C)c(S(=O)(=O)N2CCOCC2)c1
→ /	-10	0.3	12	/	-3	1	18	4	-2
> COc1cccc(/C=C/C(=O)NNC(=O)c2ccncc2)c1
→ /	-13	0.2	5	/	-5	-18	3	1	-5
> COc1ccc(NC(=O)c2nc[nH]c2C(=O)N(C)Cc2ccccc2)cc1
→ /	2	-1.1	-1	-5	3	-5	3	5	-2
> Cc1c(O)c(CN2CCCCC2)cc2c3c(c(=O)oc12)CCC3
→ 4	-12	-0.2	0	0	-4	-7	-309	-5	3

Look-ups from the list.
CC1(C)CC(=O)C(C=NCCN2CCN(C(=S)Nc3cccc(Cl)c3)CC2)=C(O)C1 | BoNT F protease: 1
CC(C)n1c(SCc2ccc(Cl)cc2)nc2c1c(=O)[nH]c(=O)n2C | MazF activator: 3
O=[N+]([O-])c1ccc(N2CCN(c3ccc(F)cc3)CC2)cn1 | BoNT F protease: -14
Cc1ccc(C(=O)OCC(=O)Nc2ccccc2Cl)c(O)c1 | PrPC TRFRET: 8
COC(=O)c1cc(OC)c(OC)cc1NC(=O)Nc1ccccc1F | SSB-PriA inh: 1
COc1cc(Cl)cc(C(=O)O)c1OCC(=O)O | Rv3671c protease: 2
